S1P3 ag: activates the human S1P3 receptor. hit rate 0.1% among 60,000. AID 373. Q99500. activation, % at 4.5 µM. S1P3 NFAT-BLA reporter cells, agonism, FRET ratio; relative to 1 µM S1P, basal subtracted;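 active = activation above the screen-wide mean plus 3 SD, cut at about 4.5% in these data, passing the limit was not always enough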; note: some compounds called inactive have numbers as strong as hits
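Material: Human S1P3 NFAT-BLA reporter CHO cells | Incubation: Overnight plating, 4 h compound 37 °C, 2 h substrate RT | Signal: FRET β-lactamase substrate fluorescence, excitation 405 nm, 460/535 nm emission ratio, background-subtracted | Compound: 4.5 µM final, single dose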
AP complement: orthogonal test for alternative complement pathway inhibitors; inhibition, % at 5 µM; hit rate 0.08% among 62,000; Human serum alternative complement pathway, LPS-coated ELISA, C3 deposition; tested in compound mixtures; AID 1235;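 active = inhibition above 30% in each of the two pooled mixtures holding the compound, so the lower value exceeds 30%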;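 note: 0% = serum in Mg-EGTA without compound and 100% = EDTA serum blank; some compounds past the cut are filed as inactive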
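Test system: human serum alternative complement pathway, C3 deposition on LPS-coated wells; also added: Plate-bound LPS; doses: 5 µM per compound in ten-compound mixtures; schedule: 1 h at 37 °C; detection: Anti-C3 ELISA, OD 450 nm; evaluation: percent inhibition of C3 deposition onto LPS; repeats: two pool placements per compound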
HTR1E agonist: agonists of human 5-HT1E serotonin receptor | P28566 | CHO 5-HT1E Ga15 NFAT-bla reporter, FRET; 0% DMSO wells, 100% control agonist wells | activation, % at 6 µM | hit rate 0.69% among 65,000 | AID 574;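 active = activation above a set limit, the screen-wide mean activation plus 3 SD, cut at about 8.5% in these data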;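 note: 100% = positive control agonist at 1 µM giving full maximal response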
5-HT1A blocker: 5-HT1a (human) receptor antagonism; P08908; CHO 5-HT1a Ga15 NFAT-bla reporter, antagonist mode; inhibition, % at 10 µM; hit rate 0.68% among 62,000; AID 612;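 active = inhibition above the mean of all tested compounds plus 3 SD, cut at about 43% in these data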;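 note: receptor stimulated by 5-CT agonist at 100 nM near EC80; beta-lactamase reporter measured by ratiometric fluorescence of a cleavable substrate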
tolC growth inh: E. coli tolC mutant growth inhibition. E. coli BW25113 tolC mutant growth, OD615. growth inhibition, % at 10 µM (by protocol). hit rate 2.2% among 65,000;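 active = growth inhibition at or above a cutoff equal to the mean over every tested compound plus 3 SD, cut at about 60% in these data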;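 note: growth measured after 20 h incubation at 37 °C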
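Material: E. coli BW25113 ΔtolC::kan, tolC deletion mutant strain. Measure: percent growth inhibition. Schedule: 37 °C, 20 h exposure. Doses: single-point testing at 10 µM. Signal: A615 absorbance measurement. Buffer or medium: kanamycin-containing LB broth (50 µg/mL).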
RORA act: activators of human nuclear receptor RORA | P35398 | CHO-K1 Gal4-RORA LBD luciferase reporter, luminescence; percent increase over mock-subtracted basal signal | activation, % at 10 µM | hit rate 1.5% among 65,000;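 active = activation above the mean of all tested compounds plus 3 SD, cut at about 49% in these data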;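 note: 0% = DMSO-treated RORA cells and 100% = added signal equal to DMSO minus mock-transfected cells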
S1P1 ag pot: agonists and agonism potentiators of human S1P1 receptor; P21453; S1P1 CRE-bla cells, forskolin, beta-lactamase FRET, potentiator mode; S1P1 agonist co-added at EC20, 2 nM; 100% = saturating reference agonist, 0% = basal; activation, % at 9.5 µM; hit rate 0.57% among 56,000; AID 449;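 active = activation above a cutoff set at the mean activation of all tested compounds plus 3 SD, cut at about 54% in these data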;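 note: forskolin at 4 µM as EC80 and the EC20 agonist is SEW2871; 100% = SEW2871 at its EC100 plus forskolin at EC80; some compounds past the cut are filed as inactive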
Target sequence (P21453 whole entry, looked up): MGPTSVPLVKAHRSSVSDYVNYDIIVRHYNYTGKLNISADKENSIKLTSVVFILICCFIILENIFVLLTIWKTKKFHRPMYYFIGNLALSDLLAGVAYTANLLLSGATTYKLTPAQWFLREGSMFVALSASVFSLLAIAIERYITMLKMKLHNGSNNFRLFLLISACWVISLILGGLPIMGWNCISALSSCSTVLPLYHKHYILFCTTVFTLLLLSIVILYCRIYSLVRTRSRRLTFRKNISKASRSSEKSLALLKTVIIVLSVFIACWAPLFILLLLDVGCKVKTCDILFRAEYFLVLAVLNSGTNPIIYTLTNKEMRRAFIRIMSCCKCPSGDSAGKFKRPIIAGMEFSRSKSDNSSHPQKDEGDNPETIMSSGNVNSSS
5HT1E antag: antagonists of human 5-HT1E serotonin receptor; hit rate 0.99% among 65,000; AID 571; CHO 5-HT1E Ga15 NFAT-bla reporter, FRET, antagonist; inhibition, % at 6 µM;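 active = inhibition above a set limit, the mean inhibition across every tested compound plus 3 SD, cut at about 29% in these data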;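 note: signal is the 460 over 535 nm emission ratio of beta-lactamase substrate; 0% = agonist plus DMSO wells and 100% = wells without agonist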
SF-1 act: activates the human nuclear receptor SF-1 | CHO-K1 Gal4-SF-1 LBD luciferase reporter; % increase over DMSO SF-1-specific signal | activation, % at 10 µM | hit rate 1.9% among 65,000 | AID 522;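 active = activation above the mean activation of all tested compounds plus 3 SD, cut at about 50% in these data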
Target sequence (Q13285 whole entry, looked up, the tested form may be a part): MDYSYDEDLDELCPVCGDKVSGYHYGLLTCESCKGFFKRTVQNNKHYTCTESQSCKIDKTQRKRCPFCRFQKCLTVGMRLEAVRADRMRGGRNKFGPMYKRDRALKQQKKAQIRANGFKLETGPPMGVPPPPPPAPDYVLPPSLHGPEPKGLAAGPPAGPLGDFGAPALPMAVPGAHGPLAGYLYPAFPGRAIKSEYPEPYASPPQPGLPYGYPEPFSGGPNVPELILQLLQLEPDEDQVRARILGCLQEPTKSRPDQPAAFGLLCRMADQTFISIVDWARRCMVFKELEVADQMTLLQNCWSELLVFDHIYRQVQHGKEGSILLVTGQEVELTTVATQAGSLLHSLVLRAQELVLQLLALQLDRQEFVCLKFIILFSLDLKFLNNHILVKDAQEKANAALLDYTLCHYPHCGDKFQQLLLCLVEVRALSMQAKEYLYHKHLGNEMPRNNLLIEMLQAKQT
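Test system: CHO-K1 cells co-transfected with Gal4 DBD–human SF-1 LBD, 5xGal4 luciferase reporter. Quantity: 4,000 cells per well. Compound: 10 µM only. Incubation: compound added 1 h post-seeding, 20 h exposure at 37 °C, 5% CO2. Detection: SteadyLite luciferase luminescence. Replication: one test per compound.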
Numbers without * were called inactive; / = not tested or not shown; & = joins results of further samples.

SMILES	S1P3 ag	AP complement	HTR1E agonist	5-HT1A blocker	tolC growth inh	RORA act	S1P1 ag pot	5HT1E antag	SF-1 act
Cc1cccc(NC(=O)c2ccccc2Br)n1	-1.5	24	0.6	11	-2	18	14	21	41
COC(=O)CN(c1ccccc1OC)S(=O)(=O)c1ccccc1	-0.3	11	0.8	-50	2	5	/	-4	4
O=C(O)CCSc1nnc(-c2ccccc2)n1-c1ccccc1	0.2	5	0.2	-10	-25	-12	-24	-13	-6
O=C(CCSc1nnc(-c2ccco2)o1)Nc1ccccc1	-0.6	/	0.3	-6	-6	-30	20	5	13
Cc1nnc(SCC(=O)Nc2sc3c(c2C#N)CCCC3)[nH]c1=O	-1.6	10	-0.7	10	29	7	-1	17	5
COc1ccc(CCNC2CC(C)N(C)CC2C)cc1OC (centres undefined)	-2.1	12	0.1	/	8	-2	-7	0	14
COc1ccc(C(=O)Nc2cc(OC)ccc2OC)cc1	-1.3	-26	-0.6	16	3	-6	-46	14	5
COc1ccc(Cl)cc1-c1nc(-c2ccncc2)no1	/	7	-0.9	-10	-1	18	/	5	14
COc1ccccc1N1CCN(S(=O)(=O)c2ccccc2)CC1	-0.5	-1	-0.8	1	10	-5	-15	3	-26
Cc1cc(NC(=O)c2ccccc2)sc1C	0.0	10	-0.3	20	98*	24	-8	-5	-2
CS(=O)(=O)N(CC(=O)NCc1cccnc1)Cc1ccc(Cl)cc1	-1.0	-4	-1.7	11	-8	1	/	-1	-15
Cc1ccc(NC(=O)CC(=O)NCCN2CCOCC2)cc1	-1.9	-3	-1.4	6	-4	-6	-7	10	-13
COc1cccc(CN2C(=O)C3(C(C#N)=C(N)OC4=C3C(=O)CCC4)c3ccccc32)c1 (centres undefined)	-0.4	5	1.2	-11	18	-22	-30	-11	-16
O=C(c1cccc(S(=O)(=O)N2CCOCC2)c1)N1CCCC1	0.3	6	0.4	-5	-22	3	-1	0	7
COc1ccccc1CN(Cc1cc2cc(C)ccc2[nH]c1=O)Cc1nnnn1CC1CCCO1 (centres undefined)	-1.1	0	0.6	-2	27	14	-25	-9	14
CCC(c1nnnn1Cc1ccco1)N1CCC(C(N)=O)CC1 (centres undefined)	-0.1	-19	-1.1	14	25	-9	-4	-3	-8
O=c1c(-c2ccc(F)cc2)coc2c3c(ccc12)OCCO3	-1.5	7	-1.1	3	-3	14	16	10	63*
CCOC(=O)c1nnn(CC(=O)Nc2cccc(OC)c2)c1C(=O)OCC	/	-7	-0.8	-2	-9	-10	/	-2	2
COC(=O)c1ccc(C(=O)OC)c(NC(=O)CSc2nnc(-c3ccccc3Cl)o2)c1	0.4	-3	-1.1	-11	-11	9	/	5	-3
COc1ccc(-c2cc(C(=O)OCC(=O)N3CCCC3)c3ccccc3n2)cc1	-0.3	-2	-0.3	16	46	-12	5	-4	14
CCOc1cc(NS(C)(=O)=O)c(OCC)cc1NC(=O)c1cccs1	-0.9	-2	-0.9	0	3	14	-14	-3	-7
COc1ccccc1-c1noc(-c2cccnc2)n1	-0.7	14	1.1	-10	-10	46	2	-8	-1
CCOC(=O)c1cccc(NC(=O)CN(c2ccc(C)cc2)S(=O)(=O)c2c(C)noc2C)c1	0.2	16	-0.5	1	-22	2	17	-3	-5
COc1ccc(NC(=O)CSC2CC(=O)N(c3ccc4c(c3)OCCO4)C2=O)cc1 (centres undefined)	-0.6	18	-1.8	8	-5	12	24	8	-19
CCOC(=O)Cc1csc(NC(=O)c2ccc(S(=O)(=O)N3CCCCC3)cc2)n1	-1.4	4	0.1	4	62*	-14	4	15	-5
CCC(C)c1ccc(O)c(NC(=O)c2cncc(Br)c2)c1 (centres undefined)	0.0	9	-0.7	-12	26	-3	1	-5	1
O=C(c1cccc(Cl)c1)N1CCCC(C(=O)N2CCCCCC2)C1 (centres undefined)	-1.1	3	0.4	-6	7	1	-8	-2	-3
COCCN(CCOC)Cc1c(C)[nH]c2ccccc2c1=O	-3.5	6	0.1	-12	-2	-11	-8	-11	-2
C=CCN1C(=O)c2ccccc2Sc2ccc(C(=O)N3CCN(C)CC3)cc21	-1.1	-6	2.3	-3	3	8	-7	5	11
OCCOCCNc1ncnc2c1cnn2-c1ccc(Cl)cc1	-3.6	/	-0.6	/	6	7	-15	0	64*
CN1CCN(c2nc3c(c(=O)[nH]c(=O)n3C)n2CCCSc2ncccn2)CC1	-0.6	18	0.8	-10	-23	17	-21	-8	4
Cc1nnc(SCC(=O)Nc2ccccc2N2CCOCC2)s1	-0.6	-6	0.5	-2	-8	6	-9	3	16
Fc1ccc(CSc2ncnc3nc[nH]c23)cc1	-1.4	19	0.4	0	10	-17	15	7	-11
Cc1ccnc(N2CCC(C(=O)NCc3ccc4c(c3)OCO4)CC2)n1	/	-16	-0.3	8	-1	-4	/	-5	13
CN(C)/C=C1\C=C(c2ccccc2)OC1=O	-2.2	10	-0.1	-8	-1	4	-5	-2	-18
CCOC(=O)N1CCN(S(=O)(=O)c2ccc3c(c2)SC(C)C(=O)N3)CC1 (centres undefined)	-1.7	8	-0.7	-74	-3	-4	14	16	-17
CS(=O)(=O)Nc1cccc2cccnc12	0.1	5	0.1	-4	-6	0	-13	6	-5
Nc1cc(C(F)(F)F)ccc1C(=O)O	-0.1	1	0.9	-1	-9	-4	4	7	4
COC(=O)C1=C(N)Oc2cc(C)n(CCCn3ccnc3)c(=O)c2C1c1cccc(Cl)c1 (centres undefined)	-0.5	-10	1.0	-22	-9	6	-9	-6	-5
COc1cccc(C(=O)OC2CCCN(C)C2)c1 (centres undefined)	-2.7	-6	0.6	/	14	-8	8	3	15
Cc1nc2c(=O)n(C)c(=O)[nH]c2n1Cc1ccccc1	-2.4	/	1.0	/	1	7	-1	0	9
Cc1noc(C)c1C(=O)Nc1sc2c(c1C(N)=O)CCC2	0.4	-3	-0.1	-15	9	7	-20	-2	4
COc1ccc(CNC(=O)C2CSC(=O)C2)cc1 (centres undefined)	-1.2	13	0.3	-6	-29	-11	-2	-3	-2
CCCCN(C)S(=O)(=O)c1ccc(C(=O)Nc2nnc(-c3cccs3)o2)cc1	-1.0	13	-0.3	7	100*	-20	-4	-10	-3
COc1ccc(Cl)cc1N(CC(=O)Nc1ccc2c(c1)OCCO2)S(C)(=O)=O	-0.9	8	-0.9	6	7	-10	7	24	-9
O=C(c1cnccn1)N(c1ccccc1)C1(C(=O)NC2CCCC2)CCCCC1	/	1	-1.0	-7	9	-12	/	0	2
O=C(Nc1ccccc1)c1cccnc1Nc1ccccc1	-0.1	13	-0.9	20	-1	-22	/	8	3
S=c1nc(C2CC2)[nH]c2ccccc12	-0.3	4	-0.8	3	3	9	-6	3	4

Rewritten bar-delimited: 14 of the compounds above.
smiles | S1P3 ag | AP complement | HTR1E agonist | 5-HT1A blocker | tolC growth inh | RORA act | S1P1 ag pot | 5HT1E antag | SF-1 act
Cc1cccc(NC(=O)c2ccccc2Br)n1 | -1.5 | 24 | 0.6 | 11 | -2 | 18 | 14 | 21 | 41
COC(=O)CN(c1ccccc1OC)S(=O)(=O)c1ccccc1 | -0.3 | 11 | 0.8 | -50 | 2 | 5 | / | -4 | 4
O=C(O)CCSc1nnc(-c2ccccc2)n1-c1ccccc1 | 0.2 | 5 | 0.2 | -10 | -25 | -12 | -24 | -13 | -6
O=C(CCSc1nnc(-c2ccco2)o1)Nc1ccccc1 | -0.6 | / | 0.3 | -6 | -6 | -30 | 20 | 5 | 13
Cc1nnc(SCC(=O)Nc2sc3c(c2C#N)CCCC3)[nH]c1=O | -1.6 | 10 | -0.7 | 10 | 29 | 7 | -1 | 17 | 5
COc1ccc(CCNC2CC(C)N(C)CC2C)cc1OC (centres undefined) | -2.1 | 12 | 0.1 | / | 8 | -2 | -7 | 0 | 14
COc1ccc(C(=O)Nc2cc(OC)ccc2OC)cc1 | -1.3 | -26 | -0.6 | 16 | 3 | -6 | -46 | 14 | 5
COc1ccc(Cl)cc1-c1nc(-c2ccncc2)no1 | / | 7 | -0.9 | -10 | -1 | 18 | / | 5 | 14
COc1ccccc1N1CCN(S(=O)(=O)c2ccccc2)CC1 | -0.5 | -1 | -0.8 | 1 | 10 | -5 | -15 | 3 | -26
Cc1cc(NC(=O)c2ccccc2)sc1C | 0.0 | 10 | -0.3 | 20 | 98* | 24 | -8 | -5 | -2
CS(=O)(=O)N(CC(=O)NCc1cccnc1)Cc1ccc(Cl)cc1 | -1.0 | -4 | -1.7 | 11 | -8 | 1 | / | -1 | -15
Cc1ccc(NC(=O)CC(=O)NCCN2CCOCC2)cc1 | -1.9 | -3 | -1.4 | 6 | -4 | -6 | -7 | 10 | -13
COc1cccc(CN2C(=O)C3(C(C#N)=C(N)OC4=C3C(=O)CCC4)c3ccccc32)c1 (centres undefined) | -0.4 | 5 | 1.2 | -11 | 18 | -22 | -30 | -11 | -16
O=C(c1cccc(S(=O)(=O)N2CCOCC2)c1)N1CCCC1 | 0.3 | 6 | 0.4 | -5 | -22 | 3 | -1 | 0 | 7

(list continues)
SMILES	S1P3 ag	AP complement	HTR1E agonist	5-HT1A blocker	tolC growth inh	RORA act	S1P1 ag pot	5HT1E antag	SF-1 act
CC(=O)Nc1ccc2c(c1)CCC2=O	/	5	0.8	-2	-22	-12	/	6	-9
Cc1cc2c(s1)c1cnn(CC(=O)NCCc3ccccc3)c(=O)c1n2C	/	12	-0.1	-12	-10	7	/	4	-4
CCCCOc1cc(C(=O)NCCN(CC)CC)c2ccccc2n1	-3.5&-1.3	0&9	0.8&0.4	/	7&10	-8&14	-4&-13	1&-4	8&7
Cn1c(C(=O)NCc2cccs2)cc2oc3ccccc3c21	-0.3	9	-0.6	11	1	60*	9	4	54*
COc1cccc(NC(=O)N2CCN(c3cccc(C)c3C)CC2)c1	-0.8	16	30*	0	72*	26	8	-1	0
O=C(CSc1ncccc1C(=O)O)NCCC1=CCCCC1	-0.6	11	1.1	-20	-7	-15	2	6	-20
Cc1nc2nc(SCC(=O)NCc3ccco3)nn2c(C)c1Cc1ccccc1	/	-5	-1.4	22	5	-6	/	2	6
COCCn1cc(C(=O)N2CCN(C)CC2)c2c3ccccc3n(C)c2c1=O	-0.8	18	-0.4	0	-9	-17	2	0	7
Cc1c(C(=O)NCc2cccnc2)oc2ccc(S(=O)(=O)N3CCCCCC3)cc12	/	21	0.1	-2	48	14	/	-17	-14
